CHRM1 antagonist = blocks human M1 muscarinic receptor; inhibition, % at 3 µM; 360,000 tested, 1.3% active; CHO-K1 hM1, Fluo-8 calcium fluorescence, ACh EC80 antagonist;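 active = percent inhibition above its own plate's cutoff, namely the mean of that plate's compound wells plus 3 SD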;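 note: peak over basal fluorescence ratio during 140 s after agonist addition; 0% = ACh EC80 plus DMSO and 100% = DMSO alone without agonist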
M1 ag parental = M1 agonist counterscreen hit in parental CHO-K1 cells. Fluo-8 calcium fluorescence; scaled to maximal ATP response, vehicle zero. activation, % at 3 µM. AID 602248. 360,000 tested, 0.48% active; in the data active = activation above about 15%;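 note: untransfected CHO-K1 host cells lacking M1 receptor as counterscreen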
CHRM4 antagonist = antagonists of human muscarinic M4 receptor (CHRM4) | inhibition, % at 3 µM | 360,000 tested, 0.73% active | P08173 | CHO-hM4 cells, ACh EC80, Fluo-8 calcium fluorescence;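 active = inhibition above its plate's cutoff, the mean inhibition of sample wells plus 3 SD, cut at about 27% in these data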;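 note: 0% = acetylcholine EC80 with DMSO and 100% = DMSO without agonist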
Target sequence (P08173 whole entry, looked up): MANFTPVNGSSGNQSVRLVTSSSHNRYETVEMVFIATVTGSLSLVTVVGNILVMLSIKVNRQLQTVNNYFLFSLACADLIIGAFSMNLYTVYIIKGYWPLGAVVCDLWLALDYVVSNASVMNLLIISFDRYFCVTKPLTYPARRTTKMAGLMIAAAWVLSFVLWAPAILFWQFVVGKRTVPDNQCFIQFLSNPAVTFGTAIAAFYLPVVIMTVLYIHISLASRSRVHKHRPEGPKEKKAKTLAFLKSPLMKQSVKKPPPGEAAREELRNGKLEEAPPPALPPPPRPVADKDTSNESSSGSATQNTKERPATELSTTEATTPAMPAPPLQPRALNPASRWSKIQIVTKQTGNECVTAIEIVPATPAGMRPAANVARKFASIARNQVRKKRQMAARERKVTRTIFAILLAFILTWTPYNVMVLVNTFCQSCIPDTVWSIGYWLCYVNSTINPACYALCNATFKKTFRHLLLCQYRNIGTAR
M4 ag = agonists of human muscarinic M4 receptor (CHRM4); P08173; CHO-K1 hM4/Gqi5, Fluo-8 calcium fluorescence; vehicle 0%, full acetylcholine response 100%; activation, % at 3 µM; 360,000 tested, 0.14% active;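 active = activation above the run mean over all test wells plus 3 SD, cut at about 32% in these data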;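 note: peak over basal fluorescence ratio per well then scaled between controls; 0% = DMSO wells and 100% = acetylcholine at EC100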
CHO parental Ca = signal in parental CHO cells, OX1R antagonist counter-screen | 330,000 tested, 0.63% active | parental CHO-K1, ATP-induced calcium, Fluo-8 fluorescence | inhibition, % at 5.6 µM;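 active = inhibition above that plate's mean sample inhibition plus 3 SD, cut at about 26% in these data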;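 note: 0% = ATP-challenged DMSO wells and 100% = DMSO wells without ATP; some compounds past the cut are filed as inactive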
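Assay system: untransfected parental CHO cell line. Also added: ATP agonist challenge. Dosing: one dose, 5.6 µM nominal. Measured by: Fluo-8 fluorescence. Read-out: % inhibition. Benchmarks: ATP wells versus no-ATP DMSO wells. Repeats: no replicates.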
M1 ag = human M1 muscarinic receptor agonism; P11229; CHO-K1 hM1, Fluo-8 calcium fluorescence, agonist mode; 0% DMSO, 100% acetylcholine EC100; activation, % at 3 µM; 360,000 tested, 0.33% active; AID 588814;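 active = activation above the run's mean compound activation plus 3 SD, cut at about 16% in these data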;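 note: peak over basal fluorescence ratio within a 140 s kinetic read after compound addition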
OXTR potentiate = potentiators of human oxytocin receptor | P30559 | CHO-OTR cells, Fluo-8 calcium fluorescence, potentiator mode; 0% = oxytocin EC15, 100% = EC100 | activation, % at 3 µM | 320,000 tested, 0.061% active;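 active = activation above that plate's cutoff, the mean activation of tested compounds plus 3 SD, cut at about 6.6% in these data, passing the limit was not always enough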;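 note: 100% uses oxytocin at 75 nM as the full agonist control; some results filed as inactive read as strong as hits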
Target sequence (P30559 whole entry, looked up): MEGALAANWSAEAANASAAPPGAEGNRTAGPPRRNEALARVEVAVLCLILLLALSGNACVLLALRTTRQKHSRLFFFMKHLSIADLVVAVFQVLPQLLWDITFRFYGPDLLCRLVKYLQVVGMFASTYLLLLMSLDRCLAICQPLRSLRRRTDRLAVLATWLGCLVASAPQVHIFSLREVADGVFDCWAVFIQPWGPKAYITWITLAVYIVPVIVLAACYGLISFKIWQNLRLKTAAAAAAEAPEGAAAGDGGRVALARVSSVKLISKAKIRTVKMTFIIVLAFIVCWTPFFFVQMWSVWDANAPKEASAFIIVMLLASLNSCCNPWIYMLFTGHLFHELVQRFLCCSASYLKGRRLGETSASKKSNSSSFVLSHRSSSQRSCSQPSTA
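Material: CHO-OTR cells, human receptor; compound dosing: single dose, 3.0 µM nominal final compound concentration; schedule: 6 min compound pre-incubation at room temperature, 100 s kinetic read; measured by: kinetic Fluo-8 calcium fluorescence; read-out basis: % activation vs EC15 and EC100 oxytocin; controls: EC15 oxytocin alone as 0%, 75 nM oxytocin as 100%; replicates: singlicate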
M1 PAM = potentiates human M1 receptor response to acetylcholine | activation, % at 3 µM | 360,000 tested, 0.088% active | P11229 | CHO-K1 hM1, Fluo-8 calcium fluorescence, ACh EC20; 0% = ACh EC20, 100% = maximal ACh; in the data active = activation above about 19%, passing the limit was not always enough
CHO-K1 Ca antag = nonselective inhibitor or artifact in parental CHO-K1 cells | ATP-induced calcium, Fluo-8 fluorescence | 360,000 tested, 0.6% active | inhibition, % at 3 µM;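 active = inhibition above a per-plate cutoff, the plate's mean sample inhibition plus 3 SD, cut at about 24% in these data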;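 note: 0% = DMSO plus EC80 ATP and 100% = DMSO alone without ATP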
The depositor's hits bear a star; . = not tested or not shown.

[1] COc1c(C)cc(S(=O)(=O)NCc2ccccn2)c(C)c1C
[2] COc1cccc(C(=O)Nc2nc(C)cs2)c1
[3] Cc1nn(C(=O)c2ccc([N+](=O)[O-])cc2)c(C)c1Br
[4] Cc1cccc(NC(=S)NNC(=S)NC2CCCCC2)c1C
[5] O=C(Cc1cccs1)Nc1ccc(S(=O)(=O)N2CCCC2)cc1
[6] FC(F)(F)c1ccc(Cl)c(NC(=S)NC2CC2)c1
[7] CCCS(=O)(=O)NC(=O)C1(C)CCN(C(=O)c2ccc(OC)c(F)c2)C1 (stereo not given)
[8] COc1ccc(N2C(=O)C(Cl)=C(Nc3ccccc3O)C2=O)cc1

| Assay by compound | 1 | 2 | 3 | 4 | 5 | 6 | 7 | 8 |
| --- | --- | --- | --- | --- | --- | --- | --- | --- |
| CHRM1 antagonist | -11 | -31 | -11 | -2 | -18 | -8 | -14 | 0 |
| M1 ag parental | 0.0 | 0.7 | 0.4 | 0.1 | 0.5 | 1.0 | 0.4 | 1.5 |
| CHRM4 antagonist | -10 | -13 | -3 | -4 | -7 | 4 | -9 | 4 |
| M4 ag | 1 | 1 | 0 | 1 | 3 | 0 | 1 | 6 |
| CHO parental Ca | -9 | -6 | 3 | 2 | 5 | -9 | . | -1 |
| M1 ag | -2 | -4 | -2 | -1 | -5 | -2 | -2 | -2 |
| OXTR potentiate | -13 | -6 | 0 | -23 | -2 | -12 | . | -1 |
| M1 PAM | 9 | 9 | 6 | 6 | 11 | 9 | 8 | 2 |
| CHO-K1 Ca antag | -9 | -10 | -8 | 7 | -13 | -15 | -8 | 4 |

[9] CC1=C/C(=N\NC(=S)NCc2ccccc2)CC1
[10] O=C(c1sc2cc(Cl)ccc2c1Cl)N1CCN(CCc2ccccn2)CC1
[11] CCOC(=O)CCCNC(=O)CN1C(=O)NC2(CCCCCC2)C1=O
[12] Clc1cccc(-c2ccc(/C=N/n3cnnc3)o2)c1Cl
[13] O=C(Cn1cc(C(=O)C2CC2)c2ccccc21)NCC1CCCO1 (stereo not given)
[14] Fc1ccc(-n2nnnc2-c2ccccc2Cl)cc1
[15] COC(=O)c1ccc(NC(c2ccc(Cl)cc2)P(=O)(OC)OC)cc1 (stereo not given)
[16] COc1cc(CNCCc2ccc(F)cc2)ccc1OCc1ccc(Cl)nc1

| Assay by compound | 9 | 10 | 11 | 12 | 13 | 14 | 15 | 16 |
| --- | --- | --- | --- | --- | --- | --- | --- | --- |
| CHRM1 antagonist | 4 | -5 | -3 | -17 | -6 | -6 | 3 | -12 |
| M1 ag parental | 0.4 | 6.1 | 0.2 | 0.0 | 0.1 | 0.3 | 2.2 | 8.5 |
| CHRM4 antagonist | -4 | -5 | 6 | -5 | 8 | -3 | -4 | -1 |
| M4 ag | 2 | 11 | 0 | 1 | 0 | 1 | 3 | 15 |
| CHO parental Ca | -10 | -31 | -2 | -15 | -8 | -1 | -9 | -12 |
| M1 ag | -6 | -8 | 1 | -4 | -2 | -16 | -9 | -1 |
| OXTR potentiate | 4 | -8 | -2 | 6 | 0 | -8 | -5 | -14 |
| M1 PAM | 0 | -1 | -4 | 11 | 6 | 8 | -3 | 4 |
| CHO-K1 Ca antag | -6 | -13 | -15 | -5 | -7 | 1 | -10 | -12 |

[17] Cc1cc(-c2csc(N)n2)c(C)n1Cc1ccccc1
[18] O=C(COc1ccccc1Cl)Nc1ccccc1C(=O)NC1CC1
[19] Oc1c(CN2CCOCC2)cc(CN2CCOCC2)c(O)c1O
[20] COc1ccccc1NC(=O)CNC(=O)CC12CC3CC(CC(C3)C1)C2
[21] CCC1CCCCN1C(=O)CCc1nnc(Cc2c[nH]c3ccccc23)o1 (stereo not given)
[22] CCC(CC)C(=O)N=C1SC2CS(=O)(=O)CC2N1CCc1ccc(OC)cc1 (stereo not given)
[23] C=C(C)C1Cc2cc3ccc(=O)oc3cc2O1 (stereo not given)
[24] CN(C)c1ccc(S(=O)(=O)NCC(=O)OCC(=O)Nc2cccc(Cl)c2)cc1[N+](=O)[O-]

| Assay by compound | 17 | 18 | 19 | 20 | 21 | 22 | 23 | 24 |
| --- | --- | --- | --- | --- | --- | --- | --- | --- |
| CHRM1 antagonist | -7 | 3 | -5 | 0 | -1 | -14 | -6 | 0 |
| M1 ag parental | 0.3 | 4.5 | 1.5 | -0.2 | 0.9 | -0.2 | 0.3 | 1.2 |
| CHRM4 antagonist | -11 | -16 | -5 | -13 | -10 | -1 | -2 | 17 |
| M4 ag | 0 | 11 | 1 | 3 | 2 | 1 | 0 | 7 |
| CHO parental Ca | 2 | -29 | . | -11 | -19 | -28 | 1 | -20 |
| M1 ag | -10 | -1 | -1 | 1 | -5 | -2 | -8 | -2 |
| OXTR potentiate | -8 | 0 | . | -9 | -2 | -6 | -4 | 0 |
| M1 PAM | 12 | -4 | 4 | 2 | 3 | 5 | 8 | 3 |
| CHO-K1 Ca antag | -16 | 0 | -7 | -2 | -5 | -6 | 2 | 1 |

[25] Cc1ccc(-n2ncc(C(=O)Nc3cc(Cl)ccc3C)c2C2CCNCC2)cc1C
[26] CCc1ccc(-c2cc(C)no2)cc1S(=O)(=O)Nc1ccc(C)cn1
[27] O=C(NC1CCCc2ccccc21)c1ccc(CNc2c(N3CCOCC3)c(=O)c2=O)cc1 (stereo not given)
[28] CN(C)CCOC(=O)NC12CC3CC(CC(C3)C1)C2
[29] O=C(NC(=S)Nc1cccc2ncccc12)c1ccccc1
[30] COc1ccc(C(=O)CN2CCN(c3ccc(F)cc3)CC2)cc1OC
[31] O=C(Nc1nnc(-c2ccco2)o1)c1ccc(S(=O)(=O)N2CCOCC2)cc1
[32] Cc1ccc(S(=O)(=O)NNC(=O)c2cnn(-c3ccc(Cl)cc3)c2C(F)(F)F)cc1

| Assay by compound | 25 | 26 | 27 | 28 | 29 | 30 | 31 | 32 |
| --- | --- | --- | --- | --- | --- | --- | --- | --- |
| CHRM1 antagonist | -2 | -18 | -14 | -14 | -14 | 0 | -1 | -5 |
| M1 ag parental | 0.9 | 0.3 | -0.8 | 1.5 | 2.7 | 0.2 | 0.4 | 2.2 |
| CHRM4 antagonist | -6 | 11 | -27 | -2 | 1 | 7 | -2 | -7 |
| M4 ag | 1 | 0 | 1 | 1 | 2 | 2 | 0 | 1 |
| CHO parental Ca | -7 | -9 | -2 | -3 | -8 | -2 | -5 | -29 |
| M1 ag | -9 | -4 | -5 | 4 | 0 | -2 | -5 | -2 |
| OXTR potentiate | 1 | -7 | 7 | -3 | -1 | -1 | 3 | -5 |
| M1 PAM | 9 | 11 | 8 | 6 | 9 | 2 | 5 | 2 |
| CHO-K1 Ca antag | -15 | -14 | 4 | -5 | -5 | 0 | 4 | -19 |

[33] O=c1[nH]c(/C=C/c2ccccc2Cl)nc2ccccc12
[34] COc1ccc(OCC(=O)NNC(=S)NC(=O)C2CC2)cc1
[35] CCOC(=O)C1CN(Cc2ccccc2)C(=O)C1=O (stereo not given)
[36] O=C(Cc1cccc2ccccc12)Nc1ccc(Br)cc1C(=O)O
[37] O=C1NC2(CCCCC2)C(=O)N1CCS(=O)(=O)Oc1ccc(Br)cc1
[38] O=C(COC(=O)c1cncc(Br)c1)NCC12CC3CC(CC(C3)C1)C2
[39] COc1ccc(OC)c(NC2=C(Cl)C(=O)N(Cc3ccccc3)C2=O)c1
[40] CCCOCCOC(=O)c1[nH]c2c(c1C)C(=O)CC(c1cc(OC)ccc1OC)C2 (stereo not given)

| Assay by compound | 33 | 34 | 35 | 36 | 37 | 38 | 39 | 40 |
| --- | --- | --- | --- | --- | --- | --- | --- | --- |
| CHRM1 antagonist | -5 | -14 | -13 | -23 | 2 | 12 | 1 | 1 |
| M1 ag parental | 0.0 | 0.4 | -0.3 | 2.0 | 1.5 | -0.7 | 3.2 | 0.2 |
| CHRM4 antagonist | -8 | -11 | 3 | -5 | -2 | 4 | -2 | 1 |
| M4 ag | 1 | 0 | 0 | 0 | 2 | -2 | 3 | 1 |
| CHO parental Ca | -6 | . | . | -8 | -18 | . | -16 | -20 |
| M1 ag | -3 | -1 | -1 | -2 | -11 | 2 | -7 | 0 |
| OXTR potentiate | -4 | . | . | -4 | -14 | . | -1 | -14 |
| M1 PAM | 6 | 14 | 3 | 9 | 0 | 8 | 1 | -7 |
| CHO-K1 Ca antag | 11 | -11 | -3 | -12 | -7 | 16 | -5 | -4 |

[41] C=CCn1c(=O)c2c(C)c(C)sc2n2c(Nc3ccccc3)nnc12
[42] Cc1ccc(S(=O)(=O)CCC(=O)OCC(=O)N(C)C2CCS(=O)(=O)C2)cc1 (stereo not given)
[43] CCOc1ccc(-c2nnn(CC(=O)NCc3ccc(C)cc3)n2)cc1
[44] COC(=O)CC(CC(=O)OC)n1cccc1
[45] Cc1ccccc1NS(=O)(=O)c1ccc(C(=O)NCC2CCCO2)cc1 (stereo not given)
[46] CCOCCCNC(=O)c1cc(Cl)c(NC(=O)C2=C(C)OCCS2)cc1OC
[47] O=C(CSc1nc2ncc(Cl)cc2[nH]1)N(Cc1ccccc1)C1CCS(=O)(=O)C1 (stereo not given)
[48] COc1ccccc1CNc1ccc(Br)cn1

| Assay by compound | 41 | 42 | 43 | 44 | 45 | 46 | 47 | 48 |
| --- | --- | --- | --- | --- | --- | --- | --- | --- |
| CHRM1 antagonist | -3 | -25 | -6 | -9 | -8 | 2 | 4 | -16 |
| M1 ag parental | -0.2 | 0.3 | 0.0 | 0.4 | 2.2 | 0.6 | 0.0 | -0.5 |
| CHRM4 antagonist | 2 | 4 | 9 | -13 | 7 | 19 | -6 | -14 |
| M4 ag | 0 | 1 | 1 | 0 | 2 | 2 | 0 | -2 |
| CHO parental Ca | -10 | -10 | 7 | . | -9 | -25 | -14 | -15 |
| M1 ag | -2 | 0 | -2 | -1 | 1 | -3 | -1 | -5 |
| OXTR potentiate | -8 | -10 | -22 | . | -15 | -4 | 10 | -16 |
| M1 PAM | 8 | 20 | 15 | 0 | 7 | 1 | 4 | 17 |
| CHO-K1 Ca antag | -16 | 5 | -7 | -11 | 3 | -11 | 1 | -8 |

[49] O=c1ccc2cc(S(=O)(=O)N3CCOCC3)ccc2o1
[50] NC(Cc1ccc(Cl)cc1)c1csc(Nc2cc(Oc3ccccc3)ncn2)n1 (stereo not given)
[51] Cc1ccc(S(=O)c2ccc(C)cc2)cc1
[52] COc1ccc(NC(=O)C2CCCN(c3ncccn3)C2)cc1 (stereo not given)
[53] CC(C)(C)OC(=O)N1CCC(c2c(C(=O)NCC3CCN(C4CCCC4)C3)cnn2-c2ccc(F)cc2)CC1 (stereo not given)

| Assay by compound | 49 | 50 | 51 | 52 | 53 |
| --- | --- | --- | --- | --- | --- |
| CHRM1 antagonist | -16 | 17 | -12 | -17 | -7 |
| M1 ag parental | 0.1 | 8.2 | 0.7 | 1.5 | 1.3 |
| CHRM4 antagonist | -6 | 17 | -1 | -4 | 3 |
| M4 ag | 1 | 22 | 0 | 1 | 1 |
| CHO parental Ca | -3 | . | -4 | -2 | -11 |
| M1 ag | -2 | 1 | -7 | -5 | -6 |
| OXTR potentiate | -1 | . | -6 | -9 | -2 |
| M1 PAM | 2 | -8 | 8 | 12 | 11 |
| CHO-K1 Ca antag | -5 | -1 | -5 | -3 | -8 |
